# ARFGAP1 inhibitor: inhibitors of rat ARFGAP1 GAP activity, primary screen, biochemical, fluorescence polarization, GDP tracer; 360,000 compounds, 0.26% hits; Arfgap1-stimulated ARF1 GTP hydrolysis, GDP FP detection; inhibition, % at 16.5 µM; ADP-ribosylation factor GTPase-activating protein 1 (Rattus norvegicus), Q62848; AID 651572, 2012;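 active = inhibition above a per-plate limit, mean inhibition of low control wells plus 3 SD, cut at about 25% in these data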;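 note: 0% = DMSO wells with enzyme and 100% = wells lacking Arfgap1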
#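 Assay system: purified rat His6-Arfgap1 residues 1-136 (GAP domain); Reagent: human Δ17 ARF1 bound to GTP; Dosing: 16.5 µM single point, 1.26% DMSO; Times: GTP hydrolysis reaction 2 h at 25 °C; Signal: FP, GDP Alexa 633 tracer displaced from anti-GDP antibody, 620/688 nm; Measure: % inhibition from polarization.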
# KLK7 zymogen act: proKLK7 zymogen activators, primary screen, biochemical, fluorescence intensity | Kallikrein-7 (Homo sapiens), P49862 | purified proKLK7, EDANS-DABCYL substrate fluorescence; 100% is mature enzyme control, 0% vehicle | activation, % at 7 µM | 370,000 compounds, 0.9% hits | AID 652039, 2013;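 active = activation above the mean of all tested compounds plus 3 SD, computed per campaign excluding outliers beyond control limits, cut at about 13% in these data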
# DDE Tn6 FP inh: inhibitors of Tn6 peptide binding to fibrin DD(E), primary screen, biochemical, fluorescence polarization, human fibrin, Tn6 probe | Fibrinogen beta chain (Homo sapiens), P02675 | Fibrin DD(E) TRITC-Tn6 fluorescence polarization displacement | inhibition, % at 8.3 µM | 370,000 compounds, 0.21% hits;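 active = inhibition above a per-campaign cutoff: mean of compounds within control limits plus 3 SD, cut at about 15% in these data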;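 note: 0% = median of all compound wells on the plate and 100% = blocking peptide control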
# Target sequence (P02675 whole entry, looked up): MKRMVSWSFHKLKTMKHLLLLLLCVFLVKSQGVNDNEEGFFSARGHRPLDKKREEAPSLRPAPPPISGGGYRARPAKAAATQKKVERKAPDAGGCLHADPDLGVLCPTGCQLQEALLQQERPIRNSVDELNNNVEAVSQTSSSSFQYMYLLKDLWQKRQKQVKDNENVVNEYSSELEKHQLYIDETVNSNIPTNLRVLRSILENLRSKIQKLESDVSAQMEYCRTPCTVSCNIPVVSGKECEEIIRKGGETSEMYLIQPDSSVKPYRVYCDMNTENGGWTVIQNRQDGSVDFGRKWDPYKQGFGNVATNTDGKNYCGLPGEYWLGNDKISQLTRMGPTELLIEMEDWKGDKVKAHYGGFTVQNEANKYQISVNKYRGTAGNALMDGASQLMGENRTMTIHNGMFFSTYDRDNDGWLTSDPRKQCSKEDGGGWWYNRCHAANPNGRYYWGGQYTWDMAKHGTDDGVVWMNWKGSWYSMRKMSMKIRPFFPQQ
# ADAM17 inh: ADAM17 inhibitors, primary screen, biochemical, QFRET. Disintegrin and metalloproteinase domain-containing protein 17 (Homo sapiens), P78536. recombinant ADAM17, EDANS/DABCYL FRET peptide cleavage. inhibition, % at 6.95 µM. 370,000 compounds, 0.83% hits. AID 720648, 2013;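 active = inhibition above the mean of compounds lying between control limits plus 3 SD, set per campaign, cut at about 8.5% in these data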;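 note: 0% = DMSO-only wells as the low control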
# Tn7 DDE FP: inhibitors of Tn7 peptide binding to fibrin DD(E), primary screen, biochemical, fluorescence polarization, human fibrin, Tn7 probe. 370,000 compounds, 0.13% hits. AID 720508, 2013. inhibition, % at 8.3 µM. FP displacement of FITC-Tn7 peptide from fibrin DD(E); 0% = median of compound wells per plate;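 active = inhibition above the mean of compounds falling within the control limits plus 3 SD of them, cut at about 14% in these data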;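 note: 0% = plate median of compound wells and 100% = 10 µM Aha-Tn7 peptide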
#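 Test system – human fibrin DD(E) · Times – 10 min preincubation, 3 h with tracer, room temperature · Detection – fluorescence polarization of the labelled Tn7 tracer · Measure – percent inhibition normalized to high-control wells · Benchmarks – high control wells with 10 µM unlabelled Aha-Tn7 peptide (full inhibition) · Repeats – singlicate testing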
# ASAP1 GAP inh: inhibitors of human ASAP1 ArfGAP activity, primary screen, biochemical, fluorescence polarization; Arf-GAP with SH3 domain, ANK repeat and PH domain-containing protein 1 (Homo sapiens), …; 360,000 compounds, 0.19% hits; ASAP1-stimulated ARF1 GTP hydrolysis, GDP FP detection; inhibition, % at 16.5 µM; in the data active = inhibition above about 25%;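 note: 0% = vehicle with enzyme and substrate and 100% = no enzyme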
# TDP2 absorb: human TDP2 enzyme inhibitors, primary screen, biochemical, epi absorbance, recombinant enzyme; T5PNP hydrolysis, p-nitrophenol absorbance 415 nm; inhibition, % at 12.8 µM; 370,000 compounds, 0.34% hits; AID 720702, 2013;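 active = inhibition above the mean of all tested compounds plus 3 SD, set per campaign, cut at about 25% in these data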;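 note: 0% = DMSO with enzyme and 100% = buffer with substrate but no TDP2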
#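 System: recombinant human TDP2 / Amount: 120 nM TDP2 per well / Also added: 5 mM T5PNP chromogenic substrate / Doses: 12.8 µM single point, 1% DMSO / Incubation: 2 h at 37 °C / Detection: p-Nitrophenol epi absorbance / Evaluation: % inhibition relative to enzyme-containing and enzyme-free wells / Repeats: singlicate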
# PLCg1 inh: PLC-gamma1 enzyme inhibitors, primary screen, biochemical, fluorescence, purified enzyme. 1-phosphatidylinositol 4,5-bisphosphate phosphodiesterase gamma-1 (Homo sapiens), P19174. 370,000 compounds, 0.84% hits. fluorogenic substrate. inhibition, % at 12.2 µM; in the data active = inhibition above about 9.5%
# LEDGF integ inh: blockers of LEDGF/p75-dependent integrase strand transfer – biochemical, TR-FRET, high throughput, primary screen. AID 743269, 2014. TR-FRET IN-LEDGF/p75 DNA integration, Eu/Cy5. 370,000 compounds, 0.64% hits. inhibition, % at 3.7 µM;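 active = inhibition above the screen-wide mean plus 3 SD, cut at about 13% in these data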;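 note: signal is the Cy5 over europium emission ratio at 671 and 618 nm; 0% = plate median of compound wells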
# ADAM10 inh: human ADAM10 inhibitors, primary screen, biochemical, QFRET, HTS. 370,000 compounds, 0.62% hits. AID 720582, 2013. recombinant ADAM10, EDANS/DABCYL FRET peptide cleavage, 3 h. Disintegrin and metalloproteinase domain-containing protein 10 (Homo sapiens), O14672. inhibition, % at 7 µM;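 active = inhibition above a per-campaign cutoff equal to the mean of compounds falling between control-based bounds plus 3 SD, cut at about 20% in these data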;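 note: 0% = DMSO wells while the 100% control is not disclosed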
# Target sequence (O14672 214-748 limits assumed): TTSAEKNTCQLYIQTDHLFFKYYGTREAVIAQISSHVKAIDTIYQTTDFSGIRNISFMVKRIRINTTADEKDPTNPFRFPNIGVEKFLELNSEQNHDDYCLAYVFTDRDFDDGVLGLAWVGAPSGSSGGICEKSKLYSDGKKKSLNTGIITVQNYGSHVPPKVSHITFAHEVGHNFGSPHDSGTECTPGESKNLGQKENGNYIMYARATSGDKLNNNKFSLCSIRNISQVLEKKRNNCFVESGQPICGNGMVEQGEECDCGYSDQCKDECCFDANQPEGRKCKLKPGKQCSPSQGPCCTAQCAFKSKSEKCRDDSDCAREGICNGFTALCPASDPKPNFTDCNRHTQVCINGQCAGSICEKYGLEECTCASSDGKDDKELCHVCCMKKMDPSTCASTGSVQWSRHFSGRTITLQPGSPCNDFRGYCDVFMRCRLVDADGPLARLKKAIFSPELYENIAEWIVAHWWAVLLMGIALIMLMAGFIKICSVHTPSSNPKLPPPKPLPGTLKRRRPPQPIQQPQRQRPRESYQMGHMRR
# Active calls of the source: *.
SMILES,ARFGAP1 inhibitor,KLK7 zymogen act,DDE Tn6 FP inh,ADAM17 inh,Tn7 DDE FP,ASAP1 GAP inh,TDP2 absorb,PLCg1 inh,LEDGF integ inh,ADAM10 inh
COc1ccc(C2CC(c3ccc(Br)cc3)=NN2C(=O)c2cccnc2)cc1 (configuration not stated),22,1.4,0,3,-9,4,4,4,0,4
C=CCC(NCc1ccco1)c1ccc(OC)c(OC)c1 (configuration not stated),13,-0.4,-1,-1,6,5,2,3,-3,9
COc1ccc(/C(N)=N/OC(=O)c2cccs2)cc1,10,-0.6,-11,-2,-4,8,-11,9,-7,2
O=C(NC(Nc1ncccn1)C(=O)c1ccccc1)c1ccccc1 (configuration not stated),10,1.0,2,-1,-3,-9,7,3,-1,13
CN1CCN(/N=C/c2ccc(-c3ccccc3)cc2)CC1,-10,-0.7,3,-1,-5,1,-1,3,-2,0
Cc1cn(C(C)C)c(=O)n(-c2ccccc2)c1=O,-4,-0.3,-6,3,0,-5,-7,3,3,-14
CCOC(=O)C1=C(c2ccccc2)NC(N)=NC1c1ccc(OCc2ccc(Cl)cc2)c(OC)c1 (configuration not stated),7,-0.1,-1,2,1,16,-12,-2,4,13
Cc1ccc(NC(=O)C2CCCN(c3ncnc4c3nc3n4CCCCC3)C2)nc1 (configuration not stated),-2,0.4,4,-1,-1,4,5,-2,0,1
O=C(CN1CCOc2ccccc21)NCc1ccc(Cl)cc1,-6,0.1,-9,-5,6,-13,5,-2,-2,-13
CC(=O)Nc1ccc(NC(=O)c2cccc3c2-c2ccccc2C3=O)cc1,9,1.8,-2,-1,1,-1,7,1,-4,-9
Cc1cc(C)cc(NC(=O)CSc2nnc(-c3ccccc3Br)o2)c1,13,-0.4,4,4,6,2,-10,3,-2,12
O=C(CCn1nnc2ccccc2c1=O)NCC1CCC(C(=O)O)CC1 (configuration not stated),3,-0.3,7,-5,-2,-7,5,1,-1,5
COc1ccc(NCc2nnc(SCc3ccc(Cl)cc3)n2-c2ccccc2)cc1,-9,0.2,-4,3,-3,0,-7,7,2,19
CCN1CCCC1CNC(=O)c1ccc2c(c1)NC(=O)/C(=C\c1ccc(C)cc1)S2 (configuration not stated),25,-2.1,-19,-2,-6,13,-4,-32,1,-4
CCn1nc(C)c(CN2CCCC(CO)(Cc3ccccc3)C2)c1C (configuration not stated),-6,0.0,-5,-1,0,-2,-8,3,4,12
O=C1N=c2ccccc2=C1c1[nH]c(=S)[nH]c1O,9,-0.1,-7,-4,-1,4,-7,3,-2,-9
O=C(Nc1cc2c(oc1=O)CCCC2=O)c1ccccc1,9,0.3,0,-1,2,-1,10,-1,0,-1
C1CSC2(N1)C1CC3CC(C1)CC2C3 (configuration not stated),6,0.9,9,5,7,16,-16,1,-2,12
O=C1OC(N2CCN(Cc3ccccc3)CC2)c2ccccc21 (configuration not stated),10,0.1,-4,1,-1,1,-1,-2,0,1
CC(=O)Nc1ccc(NC(=O)c2ccco2)cc1,2,-3.8,-2,-2,-5,17,-13,2,0,3
CC(=O)Cn1ncc(N2CCOCC2)c(Br)c1=O,8,0.7,-11,1,-2,5,4,4,0,-10
O=C(O)/C=C/c1cccc(OCc2ccccc2)c1,-4,-0.1,5,0,2,-9,10,2,-2,-3
O=C(Nc1ccccc1)N1CC=C(c2ccc(F)cc2)CC1,4,0.6,-2,0,-11,5,-1,0,1,-8
CC1CN(Cc2nc3c(c(=O)[nH]c(=O)n3C)n2CCN2CCOCC2)CC(C)O1 (configuration not stated),4,0.5,-3,-8,9,-9,-2,-3,-1,-4
O=C(Nc1cccc2nsnc12)c1ccc2c(c1)OCCO2,-1,0.2,0,-7,-1,4,-2,-330,-2,-16
O=C(N/C(=C/c1ccc(Cl)cc1)c1nc2ccccc2[nH]1)c1ccco1,-4,0.4,-5,-27,-2,11,14,-13,-2,-60
CN(c1ccccc1)S(=O)(=O)c1cccc(NC(=O)CN2CCc3ccccc3C2)c1,-9,-0.1,0,6,0,4,-14,-2,-4,17
CC(C)n1nccc1NS(=O)(=O)c1ccccc1,-2,0.3,6,0,-7,-19,-16,3,6,1
COc1ccc(-c2nc3ncccc3o2)cc1NC(=O)c1ccco1,-4,-0.8,-1,-5,-3,5,-2,-1,-6,-2
O=C(Nc1csc([N+](=O)[O-])c1)Nc1c(Cl)cccc1Cl,-6,0.1,-1,2,5,2,1,2,-2,-2
O=C(NC1CCCCC1)C1CCN(C(=O)NCc2ccccc2)CC1,1,-0.8,-1,-4,-13,14,6,-2,-2,-1
CCOC(=O)C(=O)c1cn(C2OCC(OC(C)=O)C(OC(C)=O)C2OC(C)=O)c2ccccc12 (configuration not stated),7,-0.2,2,-1,-9,-3,6,2,0,-4
CC(C)c1ncc(C(O)c2ccccc2)n1C (configuration not stated),1,0.4,-9,-3,5,15,-14,5,5,-1
CCOc1cc(C=O)ccc1OCC(N)=O,7,-0.1,-4,-4,4,6,14,-3,-5,-3
c1ccc2nc(N3CCOCC3)c(N3CCCC3)nc2c1,-11,-0.5,7,-4,6,-8,7,-10,0,-13
CC(=O)Nc1ccc(S(=O)(=O)N2CC3(C)CC2CC(C)(C)C3)cc1 (configuration not stated),-1,0.3,-15,-4,-4,-6,-13,0,-6,-5
CC(C)c1onc(C(=O)N2CCN(C(c3ccccc3)c3ccccc3)CC2)c1[N+](=O)[O-],2,0.1,1,0,5,-8,0,1,-2,-12
O=C(O)c1ccc(/C=N/NC(=O)c2ccc(F)cc2)cc1,8,-0.8,-5,1,-1,-10,2,5,1,6
Nc1ncnc2c1ncn2[C@@H]1O[C@H](C(=O)N(CCC2=CCCCC2)CC2CC2)[C@@H](O)[C@H]1O,-3,0.5,-5,-1,-3,-12,4,3,1,1
CCOC(=O)N1CCC(NC(=O)C2CCN(S(=O)(=O)c3ccc4c(c3)oc(=O)n4C)CC2)CC1,6,-0.1,-4,3,3,-2,-6,-1,4,-5
COC(=O)C1=C(C)NC(=O)CC1c1ccc(C(=O)OC)cc1 (configuration not stated),12,-0.4,10,-1,4,-5,-3,-1,-1,-1
CCN(CC)C(=O)CSc1nc2ccc(NC(=O)CSc3nnc(N)s3)cc2s1,-1,0.1,-5,0,-3,7,-3,0,-6,-2
CC(=O)Nc1cccc(NC(=O)C2CC(=O)N(c3ccc(C)cc3)C2)c1 (configuration not stated),-1,0.1,-6,2,7,-3,-6,3,0,-3
Cc1cccc(-n2c(=O)c3c(n4cnnc24)-c2ccccc2CC32CCCCC2)c1,-4,0.1,-3,-1,0,2,-3,0,-1,10
CC1OC(C(C)(C)C)Cc2[nH][nH]c(=O)c21 (configuration not stated),10,-0.1,2,-4,6,-8,-5,-1,-1,-6
CCn1c(=O)c2c(nc3n2CCCN3CCc2ccc(OC)c(OC)c2)n(C)c1=O,-3,-0.7,6,-3,1,0,4,2,-2,-3
CC(Sc1nncn1C)C(=O)NCCC1=CCCCC1 (configuration not stated),4,0.0,2,1,3,7,-9,5,5,1
CCNC(=O)CC1C(=O)N(c2ccccc2)C(=O)N1CCc1ccc(OC)c(OC)c1 (configuration not stated),-2,0.0,-1,-2,-1,15,2,1,3,3
CCCCc1nnc(NC(=O)CSc2nc(C)cc(=O)[nH]2)s1,3,-0.5,-11,-7,0,1,-13,1,3,0
Cc1ccccc1-n1c(CSC(=N)N)nc2ccccc2c1=O,-8,-0.4,1,-41,2,2,-1,-56,1,-139

# An excerpt of these results, field by field.
CCN(CC)C(=O)CSc1nc2ccc(NC(=O)CSc3nnc(N)s3)cc2s1
  ARFGAP1 inhibitor = -1; KLK7 zymogen act = 0.1; DDE Tn6 FP inh = -5; ADAM17 inh = 0; Tn7 DDE FP = -3; ASAP1 GAP inh = 7; TDP2 absorb = -3; PLCg1 inh = 0; LEDGF integ inh = -6; ADAM10 inh = -2
CC(=O)Nc1cccc(NC(=O)C2CC(=O)N(c3ccc(C)cc3)C2)c1 (configuration not stated)
  ARFGAP1 inhibitor = -1; KLK7 zymogen act = 0.1; DDE Tn6 FP inh = -6; ADAM17 inh = 2; Tn7 DDE FP = 7; ASAP1 GAP inh = -3; TDP2 absorb = -6; PLCg1 inh = 3; LEDGF integ inh = 0; ADAM10 inh = -3
Cc1cccc(-n2c(=O)c3c(n4cnnc24)-c2ccccc2CC32CCCCC2)c1
  ARFGAP1 inhibitor = -4; KLK7 zymogen act = 0.1; DDE Tn6 FP inh = -3; ADAM17 inh = -1; Tn7 DDE FP = 0; ASAP1 GAP inh = 2; TDP2 absorb = -3; PLCg1 inh = 0; LEDGF integ inh = -1; ADAM10 inh = 10
CC1OC(C(C)(C)C)Cc2[nH][nH]c(=O)c21 (configuration not stated)
  ARFGAP1 inhibitor = 10; KLK7 zymogen act = -0.1; DDE Tn6 FP inh = 2; ADAM17 inh = -4; Tn7 DDE FP = 6; ASAP1 GAP inh = -8; TDP2 absorb = -5; PLCg1 inh = -1; LEDGF integ inh = -1; ADAM10 inh = -6
